14-3-3g Raf: alters human 14-3-3 gamma binding to Raf peptide; AID 422; hit rate 0.19% among 160,000; FP, 14-3-3gamma / TMR-pS259-Raf peptide binding; inhibition, % at 40 µM; P61981; in the data active means inhibition above about 30%;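 further: 0% = protein plus tracer without compound and 100% = blank with tracer alone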
Target sequence (P61981 whole entry, looked up): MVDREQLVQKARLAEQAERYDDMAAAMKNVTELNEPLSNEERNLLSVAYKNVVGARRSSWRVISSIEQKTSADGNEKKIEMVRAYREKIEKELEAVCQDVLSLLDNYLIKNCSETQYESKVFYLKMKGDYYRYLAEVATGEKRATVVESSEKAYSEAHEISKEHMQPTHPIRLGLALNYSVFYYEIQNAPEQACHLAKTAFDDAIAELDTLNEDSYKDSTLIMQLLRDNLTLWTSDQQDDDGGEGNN
Numbers without * were called inactive; & = joins results of further samples. This is a subset, so the mix of outcomes need not match the whole.

14-3-3g Raf	compound
-2	CC(Oc1ccccc1)C(=O)N1CCCc2ccccc21 (stereo not drawn)
-12	O=C(Nc1ccc2c(c1)OCO2)C1CC(c2ccccc2Cl)=NO1 (stereo not drawn)
1	CCOC(=O)Cc1nnc(NC(=O)c2ncn[nH]2)s1
-11	CCOc1ccccc1C(=O)Nc1c2c(nn1-c1ccc(F)cc1)CSC2
-7	CCc1ccc(C2C(C(=O)Nc3ccc(F)cc3)=C(C)NC3=C2C(=O)CC(c2ccccc2)C3)cc1 (stereo not drawn)
1	O=C(c1ccccc1Cl)N1N=C2CCCCC2C1(O)C(F)(F)F (stereo not drawn)
-11	Cc1ccc(Cl)c(OCC(=O)Nc2ccc3c(c2)OCCO3)c1
-8	COc1cc(C=Nc2ccc(C)cc2)cc(Br)c1O
-12	N#Cc1cc(Sc2nc3ccccc3s2)c(N2CCOCC2)cc1C#N
-1	O=C(Nc1ccc2oc(-c3ccncc3)nc2c1)c1ccc([N+](=O)[O-])cc1Cl
0	COc1ccc(N2CCN(CC(O)COc3ccc(Cl)cc3C)CC2)cc1 (stereo not drawn)
-7	COc1ccccc1-n1cnc2cc(NC(C)=O)ccc21
0&-8	Cc1c(C)[n+](=O)c2c(n1[O-])CCCCC2
-7	CCn1c2ccccc2c2cc(NC(=O)CC(C)(C)C)ccc21
5	CCCN1CNC(=S)N(c2ccc(CC)cc2)C1

(cont.)
14-3-3g Raf	compound
-11	C/C(N)=C1/C(=O)C(=O)N(C)C1c1ccccc1 (stereo not drawn)
-5&-6	Cc1nc2scc(-c3cccs3)c2c(=O)o1
0&-11	O=C(CC(C(=O)O)C1CCCO1)NCCc1ccc2c(c1)OCO2 (stereo not drawn)
-18	O=C(Nc1ccccc1C(=O)O)c1cccc(Oc2ccc([N+](=O)[O-])cc2)c1
-2	COc1ccc(CNC(=O)NC2CCCCC2)cc1
2	CCOc1ccc(C(=O)NCC(=O)OC(C)C(=O)NCc2ccco2)cc1OCC (stereo not drawn)
2	CCN(CC)CCNC(=O)c1ccc2c(c1)N(Cc1ccc(C)cc1)C(=O)c1ccccc1S2
-129	N#CCc1nc(-c2ccc(-c3ccccc3)cc2)cs1
4	Cc1cccc(OCCC(=O)O)c1
-11	S=c1[nH]c(-c2ccccc2)cn1-c1ccccc1
4	Cc1cc2c(cc1C)NC(c1ccc(O)cc1)C1=C(CC(C)(C)CC1=O)N2 (stereo not drawn)
3	Cc1cccc(N/C(=N/c2nc(C)cc(C)n2)NC(=O)c2ccccc2)c1
-15	Cc1ccc2cc3c(NC(=O)c4ccco4)nn(CC(C)C)c3nc2c1
-48	COc1cc(Br)cc(C=Nc2ccc(O)c(-c3nc4c(C)cccc4o3)c2)c1O
1	Cc1cc(C)cc(NC(=O)c2cc(S(=O)(=O)N3CCOCC3)ccc2F)c1

A second format for some results above:
SMILES | 14-3-3g Raf
CC(Oc1ccccc1)C(=O)N1CCCc2ccccc21 (stereo not drawn) | -2
O=C(Nc1ccc2c(c1)OCO2)C1CC(c2ccccc2Cl)=NO1 (stereo not drawn) | -12
CCOC(=O)Cc1nnc(NC(=O)c2ncn[nH]2)s1 | 1
CCOc1ccccc1C(=O)Nc1c2c(nn1-c1ccc(F)cc1)CSC2 | -11
CCc1ccc(C2C(C(=O)Nc3ccc(F)cc3)=C(C)NC3=C2C(=O)CC(c2ccccc2)C3)cc1 (stereo not drawn) | -7
O=C(c1ccccc1Cl)N1N=C2CCCCC2C1(O)C(F)(F)F (stereo not drawn) | 1
Cc1ccc(Cl)c(OCC(=O)Nc2ccc3c(c2)OCCO3)c1 | -11
COc1cc(C=Nc2ccc(C)cc2)cc(Br)c1O | -8
N#Cc1cc(Sc2nc3ccccc3s2)c(N2CCOCC2)cc1C#N | -12
O=C(Nc1ccc2oc(-c3ccncc3)nc2c1)c1ccc([N+](=O)[O-])cc1Cl | -1
COc1ccc(N2CCN(CC(O)COc3ccc(Cl)cc3C)CC2)cc1 (stereo not drawn) | 0
COc1ccccc1-n1cnc2cc(NC(C)=O)ccc21 | -7
Cc1c(C)[n+](=O)c2c(n1[O-])CCCCC2 | 0&-8
CCn1c2ccccc2c2cc(NC(=O)CC(C)(C)C)ccc21 | -7
CCCN1CNC(=S)N(c2ccc(CC)cc2)C1 | 5
C/C(N)=C1/C(=O)C(=O)N(C)C1c1ccccc1 (stereo not drawn) | -11
Cc1nc2scc(-c3cccs3)c2c(=O)o1 | -5&-6

(listing goes on)
14-3-3g Raf	compound
-95	O=C(CSc1ccc2c3c(cccc13)C(=O)c1ccccc1-2)Nc1ccccc1
-16	Cc1ccccc1NC(=O)C1c2ccccc2Oc2ccccc21
3	Cc1cc(NC(=O)CCC(=O)N(CCc2ccccc2)C(C(=O)NC2CCCC2)c2ccco2)no1 (stereo not drawn)
10	N#Cc1c(SCC(=O)OCc2ccccc2)nc2c(c1-c1cccs1)CCCC2
-5	C=CCNC(=O)CN1C(=O)CSc2cc(S(=O)(=O)N3CCCCCC3)ccc21
-3	Cc1ccc(CNC(=O)CCCn2c(=S)[nH]c3cc4c(cc3c2=O)OCO4)cc1
4	O=C1c2cccc3c(Br)c([N+](=O)[O-])cc(c23)C(=O)N1c1cccc([N+](=O)[O-])c1
8	CCCOC(=O)C1=C(C)NC2=C(C(=O)C(C(=O)OC)C(C)C2)C1c1ccc(Cl)c([N+](=O)[O-])c1 (stereo not drawn)
-39	COc1ccc(C(=O)C[n+]2cccc(C(N)=O)c2)cc1
3	O=C(Oc1cccc(N2C(=O)C3C4CCC(C4)C3C2=O)c1)c1ccccc1 (stereo not drawn)
-3	CC1CCC(C(=O)NC(C(=O)Nc2ccc(C(C)C)cc2)C(C)C)CC1 (stereo not drawn)
-4	CNC(=O)c1c(O)c2c([nH]c1=O)CCCC2
-5	COc1cccc(N2C(=O)C(=O)/C(=C(/O)c3ccccc3)C2c2ccc([N+](=O)[O-])cc2)c1 (stereo not drawn)
-7	CCOc1ccc(N2C(=O)C(C)C(Cc3ccc(C)cc3)C2=O)cc1 (stereo not drawn)
-4&0	CCCCN(C)C(=O)c1c[nH]c2ccc(S(=O)(=O)N3CCOCC3)cc2c1=O

Later entries
14-3-3g Raf	compound
-12	COc1ccccc1N1CCN(C(=O)CSc2nc(-c3ccco3)cc(C(F)(F)F)n2)CC1
-3	COc1cc(C2=NOC(C(=O)N3CCCc4ccccc43)C2)cc(OC)c1OC (stereo not drawn)
8	O=C1c2ccccc2C(=O)N1CCc1c[nH]c2ccc(OCc3ccccc3)cc12
-3	O=C(NCc1ccccc1)c1ccc(Cn2c(=O)[nH]c3ccccc3c2=O)cc1
-8	Cc1cc(C)c(C#N)c(N2CCCC2)n1
3	CCN(C(=O)Cc1c(C(=O)O)[nH]c2ccccc12)c1ccccc1C
3	C/C=C/CSc1nc2c(c(=O)[nH]c(=O)n2C)n1CCC
0	Cc1cccn2c(=O)c3cc(C(N)=S)c(=N)n(CCc4ccccc4)c3nc12
5	CCc1ccc(NC(=O)CSC2=C(C#N)C(c3ccc4c(c3)OCO4)CC(=O)N2)cc1 (stereo not drawn)
-2	O=C(NCCN1CCCCCC1)c1cc(=O)[nH]c2ccc(S(=O)(=O)N3CCCCC3)cc12
-11	CSc1nc2ccsc2c(=O)n1Cc1ccccc1F
-9	COc1ccc(-n2nc(C(=O)NCC(=O)Nc3ccccc3OC)c3ccccc3c2=O)cc1
-9	CC(C)(O)/C=C1/Oc2ccccc2C1N1CCCCC1 (stereo not drawn)
-13	COC(=O)c1ccc2c(=O)n(Cc3ccc(C(=O)NC(C)C)cc3)c(=S)[nH]c2c1
-6	CCc1ccc(C2CC(c3ccccc3F)n3nnnc3N2)cc1 (stereo not drawn)

(list continues)
14-3-3g Raf	compound
-1	Cc1cccc(NC(=O)c2c(O)c3cccc4c3n(c2=O)CCC4)c1
-9	Cc1ccc(S(=O)(=O)Nc2ccc3c(c2)-c2ccccc2S(=O)(=O)N3)cc1
102*	CCN1C2=C(C(=O)CC(C)(C)C2)C(c2ccc(O)cc2)C2=C1CC(C)(C)CC2=O
0	O=C(c1ccc2c(=O)n(CCc3ccccc3)c(SCc3cccc([N+](=O)[O-])c3)nc2c1)N1CCCC1
4	CCOC(=O)C1(C(F)(F)F)N=C(N2CCOCC2)OC(N2CCOCC2)=N1
4	CC1CCCC(NC(=O)C2c3ccccc3C(=O)N2CCc2ccc(Cl)cc2)C1C (stereo not drawn)
-3	O=C(CSc1nnnn1-c1ccc2c(c1)OCO2)N1CCCCC1
-352	COc1ccc(C2=NN(C(=O)CSc3nc4ccccc4s3)C(c3cccc(OC)c3OC)C2)cc1 (stereo not drawn)
2	COC(=O)C1=C(C)NC2=C(C(=O)CCC2)C1c1cccc(C)n1 (stereo not drawn)
-3&-20	CCN(CC)S(=O)(=O)c1ccc2oc(C(=O)Nc3ccc(OC)cc3OC)c(C)c2c1
-5	O=C(NC1CCCCC1)C1c2ccccc2C(=O)N1Cc1ccco1 (stereo not drawn)
0	NS(=O)(=O)c1ccc(S(=O)(=O)N(Cc2ccccc2F)CC2CCCO2)cc1 (stereo not drawn)
-2	Cc1ccc(N(CC(=O)Nc2ccc(C)cn2)S(=O)(=O)c2c(C)nn(C)c2C)cc1
-6	Cc1c(NC(=O)CN2C(=O)c3ccccc3S2(=O)=O)c(=O)n(-c2ccccc2)n1C
-7	CC1=C(C(=O)Nc2ccc(C)cc2)C(c2ccccc2O)NC(=S)N1 (stereo not drawn)

(listing goes on)
14-3-3g Raf	compound
-9	C[C@H](C(=O)C=[N+]=[N-])N1C(=O)c2ccccc2C1=O
-4	COc1ccccc1CNS(=O)(=O)c1ccc2c(c1)CCN2C(=O)C1CC1
-8	O=C1c2ccc(Oc3cccc([N+](=O)[O-])c3)cc2C(=O)N1c1cccc(-c2nc3ccccc3c(=O)o2)c1
-11	COc1ccc(NC(=O)CCCn2c(=S)[nH]c3ccccc3c2=O)cc1OC
-15	O=C1CCCc2oc3c(cc(NS(=O)(=O)c4ccc(Br)cc4)c4ccccc43)c21
-22	O=C1CC(c2cccs2)c2ccc3ccccc3c2N1 (stereo not drawn)
3	Cc1cc(OCC(=O)N2c3ccc(F)cc3CCC2C)cc(C)c1Cl (stereo not drawn)
-27	COC(=O)Oc1ccc2c(=O)c(Oc3ccc(C)cc3)coc2c1
-13	NC(=O)C1CCN(C(=O)c2ccc([N+](=O)[O-])cc2NC(=O)c2cccs2)CC1
-5	COc1cc2c(cc1OC)C(C(=O)N1CCC(Cc3ccccc3)CC1)C(c1cccnc1)N(C)C2=O (stereo not drawn)
-3	Cc1cccc(OCc2nc(-c3ccc([N+](=O)[O-])cc3)no2)c1
2	O=C(NC1CCCCCCC1)C1c2ccccc2C(=O)N1CCc1ccc(Cl)cc1 (stereo not drawn)
11	Clc1cc2c(c3ncccc13)OCN(C1CCCC1)C2
-7&-1	C=CCn1c(SCC(=O)Nc2ccc3c(c2)CCC3)nnc1-c1cccs1
4	Cc1ccc2c(c1)N(C(=O)CCC(=O)N1CCc3ccccc3C1)CCO2

Remaining list, next part:
14-3-3g Raf	compound
-3	CCOC(=O)N1CCC(N2Cc3cccc(C(=O)Nc4cc(F)ccc4F)c3C2=O)CC1
0	Cn1ncc([N+](=O)[O-])c1C(=O)Nc1ccccc1C(=O)O
-5	O=C(COC(=O)CCC(=O)c1cccs1)NCc1ccco1
-3	COc1ccc(CCCc2nnc(SCC(=O)Nc3nccs3)n2C)cc1C
-2	CCN(CC)c1cc(Oc2ccccc2)ncn1
-15	O=C(NCCc1ccccc1)c1nc2c(nnn2Cc2ccccc2Cl)c(=O)[nH]1
-3	O=C(NCc1cccs1)C1CCN(S(=O)(=O)c2ccc(Br)s2)CC1
-1	O=C(CCNC(=O)Cn1cnc2sc3c(c2c1=O)CCCC3)NCC1CCCO1 (stereo not drawn)
-4	Cc1nc2c([nH]1)C1(CCN(Cc3ccccc3)CC1)C(C#N)=C(N)O2
-2	CCC(=O)Nc1ccc(F)c(Cl)c1
-4	CCOc1ccc(NC(=O)CSc2nc3nc(C)cc(C)n3n2)cc1
1	C[n+]1cccc(C2CCCCN2C(=O)C2(c3ccccc3)CCCC2)c1 (stereo not drawn)
-11	Cc1ccc(-n2nc3c(c2NC(=O)C2CCCC2)CS(=O)(=O)C3)c(C)c1
-7	Cc1cc(C(C)(C)C)n2nc(C)c(-c3ccccc3)c2n1
0	CC(=O)c1ccc(NC(=O)CN2CCOCC2)cc1

Remaining list, next part.
14-3-3g Raf	compound
-5	O=S(=O)(c1ccccc1)N1CCN(c2ncnc3sc(-c4ccccc4)cc23)CC1
-9	Cc1ccccc1NC(=O)c1cc2n(n1)C(C(F)(F)F)CC(c1ccc3c(c1)OCO3)N2 (stereo not drawn)
-12	COc1ccccc1N1CCN(C(=O)CCC(=O)Nc2ccc3nc(N4CCC(C)CC4)cc(C)c3c2)CC1
-3	CCCCNC(=O)CSc1nc2ccc(N3C(=O)c4ccccc4C3=O)cc2s1
-2	NC(=O)NC(=O)C[n+]1cccc(C(N)=O)c1
-1	CC(=O)Nc1cccc(NC(=O)c2cccc(Cl)c2)c1
0	COc1cc(C2Nc3ccccc3-c3nnc(SC)nc3O2)ccc1OCc1ccccc1 (stereo not drawn)
-6	CCOc1ccc(N(CC)S(=O)(=O)c2ccc3c(c2)oc(=O)n3C)cc1
-21	O=C(NCc1ccco1)c1cc(=O)[nH]c2ccc(Br)cc12
0	COc1cc(C2Nc3ccccc3NC3=C2C(=O)CC(c2ccccc2Cl)C3)cc(OC)c1OC (stereo not drawn)
-4	CC1(C)CC(=O)C2=C(C1)Nc1ccccc1NC2c1ccc(C#N)cc1 (stereo not drawn)
0	O=S1(=O)CCC2CC=CCC21 (stereo not drawn)
-8	Cc1ccc(S(=O)(=O)Nc2ccc3c(c2)c2c(n3S(=O)(=O)c3ccc(C)cc3)CC(C)(C)CC2=O)cc1
-10	CCOc1ccc2[nH]c(=O)c(CN(CCN3CCOCC3)Cc3nnnn3C(C)(C)CC)cc2c1
-7	Cc1nc2oc3c(NCc4ccccn4)ncnc3c2c2c1COC(C)(C)C2

(further entries)
14-3-3g Raf	compound
-13	CCOC(=O)N1CCN(C(=O)CN(C)S(=O)(=O)c2ccc(OC)c(OC)c2)CC1
-8	CCN(CC)c1ccc(C2NC(=O)NC(C)=C2C(=O)OCC(C)C)cc1 (stereo not drawn)
-46	O=C(Nc1ccc2oc(-c3ccc(Cl)cc3)nc2c1)c1ccc(Cl)c([N+](=O)[O-])c1
2	CSc1ccc2[nH]c(=O)cc(C)c2c1
-3	COc1cc(CNC2CCCCCC2)cc(OC)c1O
-6	Cc1cc(C)c(C#N)c(SCC(=O)c2ccc3c(c2)OCO3)n1

Bioassay records from PubChem BioAssay.
